GALK inhibitor – galactokinase (human) inhibition. Purified GALK, Kinase-Glo residual ATP luminescence. Potency, µM (highest dose often 57.5 µM), for the others: at the top dose activity change, negative = inhibition, hits mostly inhibitors. 270,000 compounds, 0.007% hits. AID 1868; note: potency is the fitted concentration of half-maximal effect
Target sequence (P51570 whole entry, looked up): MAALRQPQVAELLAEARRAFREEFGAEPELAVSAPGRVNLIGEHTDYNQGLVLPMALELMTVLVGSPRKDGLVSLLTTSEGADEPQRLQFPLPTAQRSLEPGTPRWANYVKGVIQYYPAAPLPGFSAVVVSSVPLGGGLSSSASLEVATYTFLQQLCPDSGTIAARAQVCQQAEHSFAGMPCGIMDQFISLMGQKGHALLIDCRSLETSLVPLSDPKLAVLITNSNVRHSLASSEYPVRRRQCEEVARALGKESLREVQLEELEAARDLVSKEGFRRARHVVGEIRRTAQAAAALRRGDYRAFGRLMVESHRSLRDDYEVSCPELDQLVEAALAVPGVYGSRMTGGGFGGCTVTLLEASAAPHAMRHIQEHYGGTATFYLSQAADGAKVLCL
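5 nM enzyme, 35 uM ATP, 100 uM galactose, 20 mM HEPES pH8.0, 5 mM MgCl2; 1 h RT; residual ATP by Kinase-Glo Plus luminescence, qHTS format.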
KCNH2 3.1 block – inhibitors of human KCNH2 3.1 potassium channel isoform; activity change, % (tested at about 1.8 µM); U2OS KCNH2 3.1, thallium flux FluxOr; active compounds read low; AID 720553; 340,000 compounds, 0.95% hits;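 active = maximum activity change below -70%; inconclusive = maximum activity change from -70% to -50%; inactive = maximum activity change above -50%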;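 note: thallium influx rate constant from kinetic fluorescence after stimulation buffer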
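FluxOr-based Tl+ influx in U2OS cells transduced with KCNH2 3.1 virus; rate constants normalized to DMSO controls.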
hERG WT inh – KCNH2 (human, wildtype) channel inhibition. 340,000 compounds, 0.37% hits. U2OS, BacMam KCNH2, thallium flux FluxOr; active compounds read low. AID 720551. activity change, % at 1.84 µM;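 active = maximum activity change below -70%; inconclusive = maximum activity change between -70% and -50%; inactive = maximum activity change above -50%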
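U2OS cells transduced with wild-type KCNH2 virus are loaded with FluxOr dye for 45 min, and thallium flux is measured in kinetic reads before and after stimulation buffer. Rate constants are normalized to DMSO controls.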
B2AR arrestin – agonists driving beta-arrestin recruitment to human beta2-adrenergic receptor. P07550. beta-arrestin recruitment to beta2AR, cell-based reporter. Potency, µM (top dose mostly 46.1 µM), inactives show top-dose activation, actives largely listed as activators. 330,000 compounds, 0.02% hits. AID 492947;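 note: potency is the fitted concentration of half-maximal effect; 0% = DMSO controls and full agonism = EC100 isoproterenol or metaproterenol; nearly all actives have a fitted effect of over 65% in size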
Target sequence (P07550 whole entry, looked up): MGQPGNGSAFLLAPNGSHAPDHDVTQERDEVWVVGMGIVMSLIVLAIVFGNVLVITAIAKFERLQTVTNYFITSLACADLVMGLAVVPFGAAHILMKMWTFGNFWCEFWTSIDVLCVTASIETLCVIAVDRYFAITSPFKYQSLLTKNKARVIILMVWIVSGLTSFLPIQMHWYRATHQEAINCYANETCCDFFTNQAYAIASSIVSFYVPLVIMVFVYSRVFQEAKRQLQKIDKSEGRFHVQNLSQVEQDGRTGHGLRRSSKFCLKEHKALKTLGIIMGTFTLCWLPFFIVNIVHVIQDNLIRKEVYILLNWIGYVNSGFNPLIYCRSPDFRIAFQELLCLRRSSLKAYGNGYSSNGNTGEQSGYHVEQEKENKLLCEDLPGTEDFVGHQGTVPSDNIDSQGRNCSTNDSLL
PKM2 act – increases activity of human pyruvate kinase M2; P14618; purified PKM2, Kinase-Glo ATP luminescence, activation; response scale: 0% is enzyme alone, no compound; Potency, µM (top dose mostly 57.5 µM), for the others: at the top dose activation, most hits filed as activators; 260,000 compounds, 0.34% hits; AID 1631; note: potency is the fitted concentration of half-maximal effect; nearly all actives have a fitted effect of over 55% in size
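Purified hPK-M2 (>95%) run at intermediate activity with 0.1 mM ADP and 0.5 mM PEP in 50 mM imidazole pH 7.2, KCl, MgCl2; 1 h room temperature. ATP formed read by Kinase-Glo luminescence; normalized to uninhibited and no-enzyme controls.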
Giardia killer – Giardia lamblia killing | Giardia lamblia trophozoite viability | activity change, % at 7.66 µM, hits read low | 340,000 compounds, 0.15% hits; in the data active = activity change below about -80%; inconclusive = between about -30% and that limit;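 note: parasites exposed to compound for two days anaerobically before the ATP read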
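Viability, read as ATP luminescence: trophozoites at 100 cells/well, compound added, 48 hrs anaerobic at 37 deg C, then 15-30 min room-temperature development before reading.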
Coupling enz – counter-screen for Giardia aldolase inhibitors: coupling enzyme system. coupling enzyme system counterscreen, AmpLite Red fluorescence. activity change, negative = inhibition, % at 58.2 µM, hits read low. 290,000 compounds, 0.67% hits; in the data active = activity change below about -30%
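Coupling enzymes only (glyceraldehyde-3-phosphate) + compound, at 57.5 uM final, 10 min RT; add substrate/coupling/AmpLite Red mix, 20 min RT; fluorescence ex 525/em 598 nm. Actives flag coupling-system interference.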
Eya2 inh – blocks the phosphatase activity of human Eya2 | recombinant Eya2, OMFP fluorescence dephosphorylation (OMFP is methylfluorescein phosphate) | Potency, µM (doses to about 76.9 µM), without a hit: top-dose activity, negative = inhibition, usual class: inhibitors | 330,000 compounds, 0.006% hits; note: potency is the fitted concentration of half-maximal effect
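Eya2 (0.2 uM) preincubated 10 min at ambient with compound, then OMFP substrate added at 50 uM; 10 min reaction in 50 mM HEPES pH 7.5, 50 mM NaCl, 5 uM MgCl2, 0.05% BSA, 1 mM DTT. Fluorescence read at Ex 485/Em 525 nm.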
USP2a inh – inhibitors of human ubiquitin-specific protease USP2a | 330,000 compounds, 0.01% hits | Potency, µM (doses to about 38.3 µM), for the others: at the top dose activity change, negative = inhibition, most hits filed as inhibitors | USP2 core, Ub-CHOP2 coupled fluorogenic reporter, 485/531 | O75604;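 note: potency is the fitted concentration of half-maximal effect; plate controls were DMSO wells for no effect and full inhibition by NEM control for full effect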
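USP2 core (10nM final) preincubated 30min RT with compound in 20mM Tris-HCl pH 8.0, 2mM CaCl2, 2mM beta-mercaptoethanol, 0.05% CHAPS; 25nM Ub-CHOP2 plus 25nM reporter substrate added, fluorescence (Ex485/Em531) read after 60min.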
uPA generation – inhibitors of cell surface uPA generation. cell surface uPA generation assay, qHTS. Potency, µM (highest dose often 38.3 µM), for the others: top-dose activity change, negative = inhibition, hits mostly inhibitors. 330,000 compounds, 0.31% hits; active = well fitted inhibition curve with a large enough effect; inconclusive = small, poorly fitted or top-dose-only effect; inactive = no such curve, though single readings can be large or run the other way; tested in mouse RAW 264.7 cells; note: potency is the fitted concentration of half-maximal effect; nearly all actives have a fitted effect of over 55% in size
BCR signal inh – inhibitors of chronic active B-cell receptor signaling; ABC-DLBCL IkBa-CBG/CBR reporter, luminescence ratio, 4 h; Potency, µM (series often up to 46.1 µM), inactives show at the highest dose ratio change, negative = lower green/red ratio, actives largely listed as inhibitors; 340,000 compounds, 0.05% hits; AID 493014; active = well fitted inhibition curve with a large enough effect in the signal ratio, with a control signal flat, not every such curve was filed as active; inconclusive = small, poorly fitted or top-dose-only effect, or effect the other way, or a change in a side signal; the % refers to the signal ratio;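 note: potency is the fitted concentration of half-maximal effect; plate controls were basal doxycycline-induced cells for no effect and cells given 10 µM MG132 for full effect; MG132 reads +100%, hits lower the ratio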
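Concentration-response series (up to 46 uM) were applied to TMD8 dual-reporter cells for 4 h at 37C with doxycycline. Green/red ratio, after filter-overlap correction, defined %Activity; red signal alone was normalised to basal cells and zero luminescence.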
* hit, by the source's call; ? = inconclusive; · = no result given; [ ] = remark or other dose. Unless noted, calls come from the whole dose curve; as a rule, active = well fitted curve in the direction sought with a large enough effect; inconclusive = small, poorly fitted or top-dose-only effect, or another doubt; inactive = no such curve, though single readings can be large; an effect the other way counts as inactive or inconclusive. Unless noted, % is set by controls: 0 for no effect and ±100 for the full control effect.

SMILES | GALK inhibitor | KCNH2 3.1 block | hERG WT inh | B2AR arrestin | PKM2 act | Giardia killer | Coupling enz | Eya2 inh | USP2a inh | uPA generation | BCR signal inh
COc1ccc(Br)cc1C(=O)NC(=S)Nc1c(C)n(C)n(-c2ccccc2)c1=O | 6% | 1 | -3 | 0.2% | 8% | -9 | 5 | 4% | 0% | 1% | 4%
Cc1cc(C)n2c(nc3ccccc32)c1C(=O)NN | -1% | 6 | 1 | -0.1% | 1% | -13 | -2 | -10% | 3% | -11% | -11%
O=C(c1cccc(-n2cccc2)c1)N1CCN(S(=O)(=O)c2ccccc2Br)CC1 | · | -15 | -2 | -0.2% | · | 6 | · | -6% | -2% | 0% | ?
O=C1CC(N2CCN(c3ccc(S(=O)(=O)N4CCCC4)cc3)CC2)C(=O)N1c1ccc(F)cc1 (stereo not given) | 0% | 6 | 2 | 0.0% | -1% | 13 | 0 | -1% | 0% | -1% | -1%
O=C(COc1ccc(Cl)cc1Cl)NCC(=O)N/N=C/c1c[nH]c2ccccc12 | 1% | -5 | -5 | 4.0% | ? | 10 | 0 | 1% | 1% | -1% | 8%
COc1cccc(/C=N/n2c(-c3cc(C)[nH]n3)n[nH]c2=S)c1OC | 3% | -14 | -1 | 4.6% | -3% | 25 | 5 | 8% | 2% | 5% | -1%
CC1CCN(Cc2c(C(=O)N/N=C/c3ccc(C(F)(F)F)cc3)nnn2-c2nonc2N)CC1 | 1% | -46 | 18 | -0.3% | -1% | 1 | 0 | -7% | 0% | 0% | 8%
CC(C)CCNC(=O)CNC(=S)N(CCCN1CCOCC1)Cc1cccs1 | 1% | 4 | 26 | -0.6% | 2% | 14 | 5 | -2% | -1% | -8% | 0%
COc1ccccc1N1C(C)=CC(=C(C#N)c2nc3ccccc3s2)C=C1C | 0% | -21 | -6 | -0.1% | -2% | -16 | -2 | -1% | 2% | -3% | ?
Cc1nn(C)c(C)c1/C=C/C(=O)O | 9% | 0 | -8 | -0.2% | -6% | -14 | 1 | -3% | 7% | -2% | 0%
Cc1cccc(C)c1NC(=O)CN(C)C(=O)/C=C/c1cccs1 | 2% | 5 | -5 | 0.3% | -11% | 20 | 0 | 9% | 0% | 0% | -5%
CSCCC(NS(=O)(=O)c1cc(C(=O)O)ccc1Cl)C(=O)O (stereo not given) | 1% | 0 | 21 | 0.1% | 1% | -21 | 5 | 8% | 0% | 4% | 5%
Cc1c(Cl)cccc1NC(=S)Nc1ccc2[nH]c(=O)[nH]c2c1 | -2% | 14 | 4 | -0.3% | 3% | 7 | -8 | ? | 8% | -8% | 3%
COc1cccc2cc(C(=O)OCC(=O)NCc3ccc4c(c3)OCO4)c(=O)oc12 | · | 15 | -8 | -0.1% | -3% | 0 | 0 | 4% | 1% | -15% | ?
Clc1ccc(/C=N/NC2=Nc3cccc4cccc2c34)cc1 | 0% | -18 | -1 | 0.0% | -5% | 10 | -4 | 2% | 9% | 5% | ?
CCc1ccccc1N1C(=O)C2C3C=CC(CC3)C2C1=O (stereo not given) | · | 6 | 0 | -0.7% | · | 5 | 3 | -1% | 2% | 3% | 4%
Cc1cc2cc(CN(CC3CCCO3)C(=S)NCc3ccco3)c(=O)[nH]c2cc1C (stereo not given) | -2% | 10 | -18 | -1.1% | 12% | -6 | -3 | -3% | 4% | -7% | 3%
CCN(CC)CCOC(=O)c1cccc(OC)c1 | -2% | 1 | 1 | -0.4% | -1% | -12 | 0 | 9% | 0% | 4% | ?
O=c1[nH]c(=O)n(C2CCCO2)cc1Br (stereo not given) | 1% | -8 | -24 | -0.4% | 1% | 7 | 0 | 5% | 1% | 7% | 1%
CCOc1ccccc1C1CC(=O)NC2=C1C(=O)CC(C)(C)C2 (stereo not given) | 0% | -2 | -3 | 0.2% | -1% | -16 | 3 | -1% | 0% | -2% | -1%
COc1ccc(N2CCN(C(=O)c3cc(C)oc3C)CC2)cc1 | -3% | -22 | 2 | -0.5% | -1% | 28 | · | 3% | 2% | 2% | -2%
COc1ccc(/C=C/C(=O)c2ccc(Cl)cc2)c(OC)c1 | 0% | -2 | -4 | -0.1% | -7% | 16 | 0 | -12% | 1% | -1% | ?
COc1ccc([N+](=O)[O-])cc1N(CC(=O)O)S(C)(=O)=O | 1% | 15 | -5 | -0.1% | -1% | 17 | 3 | -4% | 2% | 1% | 1%
Cc1ccc(/C=C/C(=O)O)cc1S(=O)(=O)NCCCO | 0% | -2 | -8 | -0.1% | 3% | -1 | 5 | 18% | 2% | 0% | 7%
Fc1cccc(NC(=S)NCc2ccccc2Cl)c1 | -5% | 4 | -7 | 0.5% | 7% | 5 | 2 | 2% | -1% | 2% | ?
(list continues)
SMILES | GALK inhibitor | KCNH2 3.1 block | hERG WT inh | B2AR arrestin | PKM2 act | Giardia killer | Coupling enz | Eya2 inh | USP2a inh | uPA generation | BCR signal inh
N#CCCN(C(=O)COC(=O)CNC(=O)C12CC3CC(CC(C3)C1)C2)c1ccccc1 | · | -2 | -1 | 0.1% | · | 3 | · | 2% | 0% | -16% | 3%
COc1ccc(-n2cc(CN3CCC(OC)CC3)c(-c3cccc(F)c3)n2)cc1 | 7% | 1 | 0 | 0.0% | -12% | 6 | 0 | -1% | -3% | -1% | -17%
CCOc1ccc(NC(=O)COc2ccc(C(=O)N3CCC(C(N)=O)CC3)cc2OC)cc1 | · | -23 | 12 | -0.6% | · | -4 | · | 6% | 0% | 12% | 2%
CCOC(=O)c1c(S(=O)(=O)N(C)C2CCCCC2)c(C)n(C)c1C | 1% | 16 | -3 | 0.0% | · | 28 | -1 | -6% | 0% | -7% | 8%
Cc1cc(C)cc(N(CCC#N)C(=O)CN2C(=O)NC3(CCCC3)C2=O)c1 | -2% | 27 | -5 | -0.2% | -3% | 53[activator] | 2 | 12% | -1% | -1% | 13%
C/C(=C/C(=O)N1CCc2ccccc21)C(=O)O | -4% | -3 | 24 | -2.4% | -14% | 7 | -1 | -6% | 0% | 2% | 3%
Cc1ccc(C(C)C)c(OCC(O)CN2CCN(CCO)CC2)c1 (stereo not given) | -2% | -1 | 4 | -0.4% | 1% | 6 | -1 | -14% | -2% | -1% | 0%
CC(C)(C)NC(=O)COC(=O)c1ccc(Cl)nc1 | 0% | -3 | 1 | 0.0% | 1% | ? | 4 | -11% | 0% | 6% | 1%
O=C(O)C1=C[C@@H](C2CCCCC2)C[C@@H](OCCCCO)O1 | 4% | 12 | -13 | -0.3% | -2% | 14 | 6 | -2% | 0% | 11% | -2%
O=C(Cc1ccc(F)cc1)N1CCC2(CC1)NCCc1[nH]cnc12 | 4% | 0 | 3 | -0.1% | · | -3 | · | 3% | 2% | 0% | -1%
CN(C(=O)c1ccccc1)c1ccccc1C(=O)NCCc1ccccc1 | 5% | 5 | -2 | -0.9% | -1% | -8 | 0 | 5% | 2% | 3% | 2%
Cc1ccccc1NC(=O)Cn1c(O)c(N=NC(=O)c2ccccc2O)c2ccccc21 | · | -1 | 1 | -0.7% | 0% | 9 | 1 | -5% | 1% | 1% | ?
COc1ccccc1N1CCN(S(=O)(=O)c2ccc(-n3cnnn3)c(C)c2)CC1 | 1% | -11 | -3 | 8.5% | -6% | 7 | 1 | -2% | -2% | -7% | 14%
COc1cc(CN2CCC(Cc3ccccc3)CC2)c([N+](=O)[O-])cc1OC | 4% | -14 | 11 | -1.1% | -2% | -7 | -3 | -13% | -4% | 1% | 0%
CCOc1cccc(C2C(C(=O)c3ccco3)=C(O)C(=O)N2c2nnc(C)s2)c1 (stereo not given) | · | -4 | -5 | 0.0% | · | 17 | · | -3% | 10% | 17% | ?
Cc1ccc(Cl)cc1NC(=S)Nn1cnnc1 | -1% | 7 | -15 | -0.3% | 7% | -21 | · | 0% | -3% | -3% | 1%
Nc1c(N(CCC2=CCCCC2)C(=O)c2ccc([N+](=O)[O-])o2)c(=O)[nH]c(=O)n1Cc1ccccc1 | · | -3 | -2 | 0.2% | · | 0 | · | -3% | -7% | -3% | ?
COc1ccc(-c2cc(C(=O)N/N=C(\C)c3cccnc3)c3cc(C)ccc3n2)cc1OC | -1% | 6 | 2 | 0.1% | 7% | 21 | · | -14% | 2% | 12% | 0%
CCCS/C(N)=N/N=C/c1cc(C)ccc1O | -3% | 5 | -3 | -0.1% | -4% | -5 | -3 | 3% | 3% | -9% | ?
COc1ccc(N2CCN(C3CCCN(Cc4ccc(F)c(F)c4)C3)CC2)cc1 (stereo not given) | -4% | -18 | 14 | 0.1% | -15% | 1 | 1 | -18% | -2% | -3% | -13%

Ordered by the number under USP2a inh (falling): 3 of the compounds above.
SMILES,USP2a inh
CCCS/C(N)=N/N=C/c1cc(C)ccc1O,3%
Cc1ccccc1NC(=O)Cn1c(O)c(N=NC(=O)c2ccccc2O)c2ccccc21,1%
CC(C)(C)NC(=O)COC(=O)c1ccc(Cl)nc1,0%

Assay outcomes (PubChem BioAssay)

Not a hit list; overall some 2.4% were active at least once.
